K1F lysis inhibition: inhibition of K1F phage lysis, E. coli UTI89, bacterial capsule biogenesis inhibitors, alamar blue (AID 488966). hit rate 0.02% among 340,000. inhibition, % at 100 µM; hits with a dose series show IC50 in µM. E. coli UTI89 K1F phage lysis, alamar blue, 2 h; higher % means a stronger effect;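 active means phage lysis inhibition, versus mean bacterial control, above a set limit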;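 further: capsule biogenesis inhibitors block K1F phage lysis so surviving cells raise fluorescence; higher fluorescence means more inhibition of phage lysis; actives were called in the ten point dose series up to 300 µM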
Siah-1 displacement: Siah-1 peptide-binding antagonists, primary screen, biochemical, fluorescence polarization, rhodamine-plectin, uHTS (AID 1817); Siah-1 / rhodamine-plectin peptide fluorescence polarization; higher % means a stronger effect; one-dose displacement, % at 20 µM; IC50 in µM for titrated hits; hit rate 0.02% among 290,000; E3 ubiquitin-protein ligase SIAH1 (Homo sapiens);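 active means displacement of at least 50% at 20 µM, with a fluorescence ratio check between 0.3 and a set limit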;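 further: plate controls were Siah plus tracer with DMSO for no effect and tracer alone without Siah for full effect; strong numbers were not always called active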
Hep lipid drop: inhibitors of hepatocyte lipid droplet formation, primary screen, imaging, high-throughput imaging, BODIPY stain; AML12 mouse hepatocytes, oleate lipid droplets; inhibition, % at 6.5 µM; hit rate 0.4% among 240,000;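 active means lipid droplet intensity inhibited by at least 50%, with more than 500 cells counted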
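material = mouse AML12 hepatocyte cell line, fixed after treatment | also added = 100 µM oleic acid challenge | doses = compound at 6.5 µM only | schedule = overnight exposure | technique = Image-based BODIPY and DAPI two-channel analysis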
Hep lipid drop cells 6.5 µM: further read-out of Hep lipid drop, marked with its call; cell count; measured here: cell count, cytotoxicity flag;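 cells counted across two imaged fields per well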
* = called active by the depositor; i = inactive; [ ] = another dose, or the depositor's remark. An excerpt, so the mix of outcomes need not match the whole.

SMILES | K1F lysis inhibition | Siah-1 displacement | Hep lipid drop | Hep lipid drop cells 6.5 µM
COc1ccc(CNC(=O)CN2C(=O)c3ccc([N+](=O)[O-])cc3C2=O)cc1 | 0.2% | -1% | -10 | 847
CCOc1ccc(-c2nc(S(=O)(=O)c3ccccc3)c(NC)o2)cc1 | 0.0% | 12% | 3 | 837
CC(C)(C)OC(=O)N1CCN(C(=O)c2[nH]cnc2C(=O)NCC(=O)OCc2ccccc2)CC1 | -1.1% | 8% | 3 | 763
O=C(CN1C(=O)c2ccccc2C1=O)NCc1ccc(C(=O)O)cc1 | 0.1% | -1% | 4 | 861
CCN(CC)C(=O)c1oc2ccc(S(=O)(=O)N3CC(C)CC(C)C3)cc2c1C (stereo not given) | -0.1% | -3% | -103 | 750
Cc1ccc2oc(=O)cc(CN3CCN(Cc4ccccc4)CC3)c2c1 | 0.1% | -3% | -11 | 822
O=C(Cn1c(=O)oc2ccccc21)NCC1COc2ccccc2O1 (stereo not given) | 0.2% | -2% | -4 | 787
CCCCCCCCC1=NCCc2c1[nH]c1ccccc21 | 0.6% | 2% | -7 | 399
COc1ccc(C2=NN(C(=O)c3ccccc3)C(c3ccc(OC)c(OC)c3)C2)cc1OC (stereo not given) | -0.1% | 6% | -33 | 749
Cc1cc(C)nc(SCCCNCc2c(F)cccc2Cl)n1 | 1.1% | 3% | -19 | 813
CC(=O)C1=C(C)Nc2ncnn2C1c1ccc(O)cc1 (stereo not given) | -0.1% | 0% | -3 | 865
CCOC(=O)C1CCCN(S(=O)(=O)c2ccc3c(c2)NC(=O)CO3)C1 (stereo not given) | 1.5% | 12% | -14 | 649
O=C(O)c1ccccc1OCC1CCCO1 (stereo not given) | 0.1% | -4% | 0 | 814
CC(C)(C#N)Cc1cc(CC(C)(C)C#N)cc(C(C)(C)C)c1 | -0.1% | -4% | 0 | 859
Cc1cccc(NC(=O)C2CCC(CNC(=O)[C@@H]3Cc4ccccc4CN3)CC2)c1 (stereo not given in full) | -0.4% | -4% | -7 | 717
COc1cccc(C(=O)N(C)CC2CCN(CCc3cccc(C(F)(F)F)c3)CC2)c1 | -0.1% | 7% | 0 | 796
Cc1ccc(C)c(-n2c(SCC(=O)O)nc3sc4c(c3c2=O)CCCC4)c1 | -0.8% | 0% | -22 | 727
O=C(CSc1nc(NS(=O)(=O)c2ccccc2)cc(=O)[nH]1)Nc1cccc(C(F)(F)F)c1 | 0.0% | -3% | 0 | 730
CCN1CCN(C(=O)C2CCN(S(=O)(=O)c3ccc(SC)cc3)CC2)CC1 | 0.4% | -8% | 3 | 844
CCOC(=O)C1(CCOc2ccccc2)CCN(S(=O)(=O)N(C)C)CC1 | 0.2% | 3% | -12 | 821
CCC(C)Nc1nc(N)c([N+](=O)[O-])c(N2CCCCCC2)n1 (stereo not given) | 0.0% | 2% | -2 | 728
COc1ccc(CNC(=O)Nc2cccc(Cl)c2)cc1 | 0.0% | 10% | -28 | 691
CCCN1CCN(CCCNC(=O)c2ccc3c(c2)NC(=O)c2ccccc2S3)CC1 | 0.0% | 4% | 13 | 759
CCCC1(c2ccccc2)NC(=O)N(CC(=O)Nc2cc(OC)cc(OC)c2)C1=O (stereo not given) | -0.5% | -3% | 1 | 842
O=C(NC1CCOc2ccccc21)C1CCCC1 (stereo not given) | -1.0% | 4% | -15 | 703
Cc1cc2c(cc1S(=O)(=O)N1CCOCC1)NC(=O)CO2 | 0.1% | 5% | 21 | 698
Cc1ccc(NC(=O)CN2C(=O)CCSc3ccc(S(=O)(=O)N4CCCC4)cc32)cc1 | 0.2% | 8% | 8 | 729
CCC(Oc1ccccc1C)C(=O)Nc1ccc(S(=O)(=O)Nc2cc(C)on2)cc1 (stereo not given) | 0.1% | 8% | 12 | 780
COc1ccc(-c2csc3ncnc(N4CCN(c5ccccc5)CC4)c23)cc1 | 0.7% | 6% | -11 | 821
O=C(C1CCC1)N1CCN(c2ccccc2)CC1 | -0.2% | -1% | -14 | 842
O=C(NCc1cccc(C(F)(F)F)c1)c1ccc[nH]1 | 0.1% | 7% | 5 | 717
CCOc1ccc(NC(=O)CCc2ccc(C)o2)cc1 | 0.7% | 2% | -7 | 668
COC(CNC(=O)c1ccc(CS(=O)(=O)c2ccccc2)o1)OC | 0.2% | 2% | 22 | 834
COc1ccc(N(CC(C)C)S(=O)(=O)c2nnc(NC(=O)CC(C)C)s2)cc1 | 0.9%[50 µM] | 1% | -11 | 809
CCC(C)(C)n1nnnc1C(c1ccc(F)cc1)N1CCN(C(=O)c2ccco2)CC1 (stereo not given) | 0.1% | 3% | -1 | 742
COc1ccc(N(C(=O)CNC(=O)c2ccco2)C(C(=O)NC2CCCC2)c2ccco2)cc1 (stereo not given) | 1.2% | 1% | 3 | 738
Cc1nn2c(N3CCOCC3)cc(C(C)(C)C)nc2c1-c1ccc(Cl)cc1 | -0.1% | 2% | 38 | 815
O=C1CCCN1CCCNS(=O)(=O)c1ccc(F)c(F)c1 | 0.1% | 6% | 26 | 816
COc1ccc(C(=O)N2CCc3cc4c(cc3C2C)OCCCO4)cc1 (stereo not given) | 3.6% | 1% | 17 | 820
Cc1c(C(c2ccc(Br)cc2)c2c(C)n(C)n(-c3ccccc3)c2=O)c(=O)n(-c2ccccc2)n1C | 0.0% | 0% | -2 | 794

Six entries from above, arranged by length of the SMILES, rising.
SMILES | K1F lysis inhibition | Siah-1 displacement | Hep lipid drop | Hep lipid drop cells 6.5 µM
O=C(NCc1cccc(C(F)(F)F)c1)c1ccc[nH]1 | 0.1% | 7% | 5 | 717
O=C1CCCN1CCCNS(=O)(=O)c1ccc(F)c(F)c1 | 0.1% | 6% | 26 | 816
COC(CNC(=O)c1ccc(CS(=O)(=O)c2ccccc2)o1)OC | 0.2% | 2% | 22 | 834
Cc1nn2c(N3CCOCC3)cc(C(C)(C)C)nc2c1-c1ccc(Cl)cc1 | -0.1% | 2% | 38 | 815
COc1ccc(N(CC(C)C)S(=O)(=O)c2nnc(NC(=O)CC(C)C)s2)cc1 | 0.9%[50 µM] | 1% | -11 | 809
CCC(C)(C)n1nnnc1C(c1ccc(F)cc1)N1CCN(C(=O)c2ccco2)CC1 (stereo not given) | 0.1% | 3% | -1 | 742

The list goes on.
SMILES | K1F lysis inhibition | Siah-1 displacement | Hep lipid drop | Hep lipid drop cells 6.5 µM
COC(=O)NN=C1CCC(c2ccccc2)CC1 (stereo not given) | 0.0% | 3% | -5 | 660
CCOC(=O)c1cc(C(=O)NC(C)c2ccccc2)c(=O)[nH]c1C (stereo not given) | -0.8% | -1% | 0 | 900
Cc1ccc(NC(=O)c2cc(S(=O)(=O)N3CCCCC3)c[nH]2)cc1F | 0.3% | -2% | 42 | 800
Cn1c(SCC(=O)Nc2ccc3c(c2)n(C)c(=O)n3C)nnc1-c1ccncc1 | -0.3% | -3% | -9 | 827
O=c1oc(-c2ccc(Br)cc2)nc2ccccc12 | -0.2% | 2% | 0 | 803
CCOc1ccc(CNS(=O)(=O)c2cc(-c3cc(C)no3)ccc2OC)cc1OC | 0.3% | 0% | -2 | 670
Cc1ccc(N2CC(C(=O)Nc3c4c(nn3C(C)(C)C)CS(=O)(=O)C4)CC2=O)cc1 (stereo not given) | 0.3%[50 µM] | 12% | -15 | 658
O=C(NCCCN1CCOCC1)c1ccc2c(c1)N(Cc1cccc(Cl)c1)C(=O)c1ccccc1S2=O (stereo not given) | 0.1% | -3% | -23 | 784
Cc1cc(C(=O)O)ccc1-c1ccc(/C=N/n2cnnc2)o1 | -0.6%[50 µM] | -4% | 9 | 819
O=C(c1c(F)cccc1F)N1CCC(O)(c2ccc(F)cc2)CC1 | 0.1% | 0% | -48 | 800
Cc1nc(NC(=O)c2cc3ccccc3o2)sc1C | 0.2% | 9% | 7 | 789
CC(=O)NCCC1CCCCN1C(=O)c1cc(COc2cc(C)ccc2C)on1 (stereo not given) | 0.2% | 4% | 12 | 711
CC(=O)NCCC(=O)Nc1cc(S(=O)(=O)N2CCCCC2)ccc1Oc1cccc(C)c1 | -0.1% | 2% | -9 | 657
CC1=C(C(=O)OC2CCCC(C)C2)C(c2ccccc2)NC(=O)N1 (stereo not given) | 4.1% | -5% | 0 | 841
CCCc1cc(=O)oc2cc(C)cc(OCC(=O)NCc3ccncc3)c12 | 0.2% | 6% | -14 | 728
Cc1cc(-c2ccc(C)c(S(=O)(=O)NC(C)Cc3ccco3)c2)on1 (stereo not given) | i | 3% | -17 | 699
O=[N+]([O-])c1cccc(C(=NCc2ccccc2)NO)c1 | 0.8% | 2% | -1 | 783
CC(=O)c1cc(C(=O)N2CCCC(C(=O)c3ccc(Cl)cc3)C2)cs1 (stereo not given) | 0.1% | 0% | -5 | 889
Cc1c(NC(=O)C(C)Oc2ccccc2F)c(=O)n(-c2ccccc2)n1C (stereo not given) | 0.2% | 2% | 33 | 773
Cn1c(=O)[nH]c(=O)c2c1nc(NCCN)n2CCOc1ccccc1 | -1.2% | 3% | -4 | 796

Profiles as entered above:
CCOC(=O)C1(CCOc2ccccc2)CCN(S(=O)(=O)N(C)C)CC1 is entered as K1F lysis inhibition: 0.2%; Siah-1 displacement: 3%; Hep lipid drop: -12; Hep lipid drop cells 6.5 µM: 821
Cc1cc(C)nc(SCCCNCc2c(F)cccc2Cl)n1 is entered as K1F lysis inhibition: 1.1%; Siah-1 displacement: 3%; Hep lipid drop: -19; Hep lipid drop cells 6.5 µM: 813

Additional compounds follow:
SMILES | K1F lysis inhibition | Siah-1 displacement | Hep lipid drop | Hep lipid drop cells 6.5 µM
Cc1ccc(OCC(=O)OCC(=O)c2cccc([N+](=O)[O-])c2)cc1C | 0.5% | -5% | -26 | 743
Cc1noc(NS(=O)(=O)c2ccc(NC(=O)C(Cl)(Cl)Cl)cc2)c1C | 0.9%[50 µM] | -7% | 47 | 895
COc1cccc(N2CCN(c3ccc4nnc(CCC(=O)Nc5cc(C)ccn5)n4n3)CC2)c1 | 0.3% | 2% | -12 | 699
FC(F)(F)c1ccccc1-c1nc(-c2ccncc2)no1 | 0.2% | 3% | 5 | 830
CCc1cc(-c2n[nH]c(C)c2-c2ccccc2Cl)c(O)cc1OC | 0.2% | 0% | 0 | 866
CCn1c(SCC(=O)NC2CCCCC2)nc2ccccc2c1=O | 0.0% | 4% | -7 | 725
Cc1cc(=O)oc2cc(OCC(=O)NC3CC(C)(C)NC(C)(C)C3)ccc12 | 0.2% | -2% | 20 | 825
Cc1cccc(N2C(=O)c3ccc(Br)cc3C2=O)n1 | 0.5% | -2% | -2 | 815
CC(CN1CCC(n2nccc2NC(=O)CCCc2ccccc2)CC1)c1ccccc1 (stereo not given) | 0.1% | 4% | -6 | 668
CSc1ccc(CN(C)CCc2ccccn2)cc1 | 0.1% | 4% | 1 | 792
CCCCC(C(=O)NC(C)c1ccccc1)C(=O)NC(C)c1ccccc1 (stereo not given) | 0.1% | 1% | -1 | 857
O=C(Nc1ccc(CN2CCOCC2)cc1)c1ccc(Br)o1 | 0.0% | -1% | -3 | 842
O=C1CN(C(=O)CNC(=O)c2ccc(Cl)cc2Cl)CCN1 | 0.2% | 5% | 7 | 736
O=C(Nc1ncccc1O)c1ccc(OCC2CCCO2)cc1 (stereo not given) | 0.1% | 0% | -8 | 676
Cc1cc(F)ccc1NS(=O)(=O)c1c(C(=O)N2CCOCC2)c(C)n(C)c1C | 0.2% | -1% | -24 | 777
CCOC(=O)c1ccc(NC(=O)c2cccc(S(=O)(=O)N3CCN(C(C)=O)CC3)c2)cc1 | 1.7% | 5% | -2 | 828
COc1ccc(CCNC(=O)C(=O)NCC2OCCN2S(=O)(=O)c2ccc(C)cc2)cc1 (stereo not given) | -2.7% | 4% | -2 | 769
Cc1ccsc1/C=N/NC(=O)c1nnn(-c2nonc2N)c1CN(C)c1ccccc1 | 2.1% | -1% | 8 | 627
Cc1cc(C)cc(NC(=O)CN2CCC(C(=O)c3ccccc3)CC2)c1 | 0.1% | -2% | -3 | 703
CC(C)(C)c1ccc(/C=N/NC(=O)CN2CCS(=O)(=O)CC2)cc1 | -0.1% | 0% | 2 | 846
O=C(Nc1ccc(F)cc1)C1CCN(S(=O)(=O)c2cccc3nonc23)CC1 | 0.5% | 0% | 5 | 827
CCOc1ccc(Nc2nc(-c3cccnc3)cs2)cc1 | -0.2% | 3% | -2 | 821
Cc1ccc(C2(C)NC(=O)N(CC(=O)Nc3cc(S(=O)(=O)N(C)C)ccc3C)C2=O)cc1 (stereo not given) | 0.4% | -1% | -6 | 771
CCN(c1ccccc1)S(=O)(=O)c1ccc2c(c1)C(C)(C)C(=O)N2C | 2.0% | 1% | 0 | 671
Cc1ccc(-c2[nH]ncc2C(=O)c2ccc(Br)cc2)c(O)c1 | 0.2% | -2% | -1 | 853
Cc1nc2sccn2c(=O)c1S(=O)(=O)NC(C)c1ccccc1 (stereo not given) | 0.4% | -3% | -4 | 739
